sdo1 growth: sdo1-depleted yeast growth rescue | S. cerevisiae sdo1-depleted JHY4D growth rescue, OD600 30 h; stronger effect = higher value; pdr5 snq2 efflux-pump mutant strain | z-score at 10 µM | 140,000 compounds, 0.21% hits;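 active = z-score above 3 at both the 24 hr and the 30 hr optical density reads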;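 also: z-score against mean and SD of all compound wells on the same plate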
Insulin prom inh: TRM-6 insulin promoter activity inhibition | AID 1273 | inhibition, % at 2 µM | TRM-6 cells (human fetal islet line), insulin promoter-eGFP reporter, imaging; reporter expression induced with tamoxifen | 130,000 compounds, 0.9% hits;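 active = inhibition above the mean plus 3 SD, with well images judged a real hit on visual review, cut at about 60% in these data, passing the limit was not always enough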
sdo1 growth Rescue 24 h: recorded beside sdo1 growth, whose call it bears; z-score; S. cerevisiae sdo1-depleted JHY4D growth rescue, OD600; measured here: growth rescue at 24 h;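 0 is the plate mean of compound wells and units are plate SD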
The depositor's hits bear a star; x = no result given; & = joins results of further samples. A portion of the library; the hit share may differ from the screen's.

Values run as follows: sdo1 growth | sdo1 growth Rescue 24 h | Insulin prom inh
O=P(CCNCc1ccco1)(c1ccccc1)c1ccccc1
→ 1.22 | 0.15 | 9.1
Cn1c2ccccc2n2c(=O)c(=O)n(CC(=O)c3ccc(F)cc3)nc12
→ 0.02 | 0.12 | -18.2
O=C1N(O)C2(C=CCCC2)/C(=N\O)C12CCCCC2 (stereo not given)
→ -0.93 | -0.87 | 35.5
O=C(Oc1ccc([N+](=O)[O-])cc1)c1cc(-c2ccccc2)nc2ccccc12
→ -1.03 | -0.41 | x
CCCC(C)NCC(=O)Nc1ccccc1-c1ccccc1 (stereo not given)
→ 0.33 | 0.91 | -35.1
Cc1nnc2sc(-c3ccc(NC(=O)c4cccnc4)cc3)nn12
→ x | x | -28.9
COCCNC(=O)CN(c1ccccc1OC)S(C)(=O)=O
→ -0.15 | -0.62 | -30.3
CSCCC1NC(=O)N(CC(=O)Nc2c(Cl)cc(Cl)cc2Cl)C1=O (stereo not given)
→ 0.11 | 0.12 | -25.7
O=C(Nc1ccccc1)N1CCc2ccccc21
→ 0.66 | 0.42 | -81.0
COc1cc(C)ccc1S(=O)(=O)N1CCN(C23CC4CC(CC(C4)C2)C3)CC1
→ 0.31 | 0.45 | -42.3
Cc1ccc(C)c(S(=O)(=O)Nc2ccccc2C(=O)Nc2ccc(S(=O)(=O)Nc3ncccn3)cc2)c1
→ -0.28 | -0.75 | -22.1
CCC(NC(=O)/C(=C\c1ccc2c(c1)OCO2)NC(C)=O)C(=O)O (stereo not given)
→ 0.62 | 0.7 | -47.4
Fc1ccc(C(c2nnnn2C2CCCC2)N(Cc2ccco2)CC2CCCO2)cc1 (stereo not given)
→ -0.13 | 0.41 | -67.9
COCCn1c(C)cc(C(=O)COC(=O)c2ccc(NC(=O)CC#N)cc2)c1C
→ 0.67 | 0.82 | 5.7
Cc1cccc2cc(CN(Cc3ccc(F)cc3)C(=O)C(F)(F)F)c3nnnn3c12
→ -0.88 | 0.13 | 6.7
Cc1oc2c(CN3CCOCC3)c(O)ccc2c(=O)c1-c1ccccc1
→ -0.44 | -0.79 | 14.3
COc1ccccc1NC(=O)c1ccc(NS(=O)(=O)c2ccc(F)c(F)c2F)cc1
→ 0.47 | -0.64 | -20.7
COc1cccc(NC(=S)N(CCCN2CCOCC2)C(C)c2cc3ccccc3o2)c1 (stereo not given)
→ x | x | -33.3
COc1cccc(OC)c1C(=O)NC(=S)Nc1ccc2c(c1)C(=O)N(C)C2=O
→ -1 | 0 | -33.3
Cc1ccc(C(O)(C(=O)NNS(=O)(=O)c2ccc(C)cc2)c2ccc(C)cc2)cc1
→ -0.26 | -0.53 | -20.7
Cc1ccc(C)c(S(=O)(=O)N/N=C/c2cccnc2)c1
→ 0.15 | -0.61 | -29.9
COc1ccc(NC(=O)c2coc3ccccc23)cc1OC
→ -1.18 | -1.22 | -11.4
CCOc1ccc(CN(C)CC(=O)Nc2ccc(N3CCOCC3)cc2)cc1OC
→ 1.86 | 2.03 | -52.9
COC(=O)Cc1csc(/N=C/c2c(O)n(-c3cccc(C(F)(F)F)c3)c(=O)c3ccccc23)n1
→ -0.69 | 0.99 | -42.9
COc1ccc(-c2csc(Cc3nnc(N4CCOCC4)n3-c3ccccc3)n2)cc1OC
→ -0.7 | -1.01 | -10.0
O=C(C[n+]1cc(-c2ccc(F)cc2)n2c1CCC2)N1c2ccccc2Sc2ccccc21
→ 1.16 | -0.5 | 34.5
Cc1ccc(SCC2=NN(c3nc(C)cc(C)n3)C(=O)C2)cc1
→ x | x | 66.7*
COc1ccc(Cn2ccnc2SCC(=O)Nc2cccc(NC(C)=O)c2)cc1
→ x | x | 8.6
COC(=O)[C@@]1(Cc2ccc(OC)cc2)[C@H]2c3cc(C(=O)N(C)C)n(C[C@H](O)CO)c3C[C@H]2CN1C(=O)c1ccccc1
→ 0.86 | 0.77 | 55.0
O=C(CCN(NC(=O)c1ccccc1)C1=NS(=O)(=O)c2ccccc21)NC1CCCCC1
→ 0.71 | 0.03 | -5.6

Single entries from above:
Cc1cccc2cc(CN(Cc3ccc(F)cc3)C(=O)C(F)(F)F)c3nnnn3c12 – sdo1 growth: -0.88
Cc1oc2c(CN3CCOCC3)c(O)ccc2c(=O)c1-c1ccccc1 – sdo1 growth Rescue 24 h: -0.79

Additional structures
Values run as follows: sdo1 growth | sdo1 growth Rescue 24 h | Insulin prom inh
O=[N+]([O-])c1cc(-c2ccc(/C=N/c3nc4ccccn4c3-c3ccco3)o2)ccc1Cl
→ 1.14 | 2.85 | 13.5
c1ccc(OCc2nnc3sc(C4COc5ccccc5O4)nn23)cc1 (stereo not given)
→ -1.95 | -1.25 | x
Cc1ccc(-c2cn3c(=S)[nH]nc3s2)cc1
→ -0.44 | -0.41 | 9.1
CCOC(=O)C1C(=O)CC(C)(O)C(C(=O)OCC)C1c1ccc(Br)cc1 (stereo not given)
→ -1.03 | -0.42 | x
Cc1ccc(OCC(=O)Nc2ccccc2N2CCOCC2)c(C)c1
→ -0.73 | -0.87 | -33.3
COc1ccccc1CCNC(=O)CCSc1nc(-c2ccco2)cc(C(F)(F)F)n1
→ -0.79 | 0.03 | 30.2
CN(C)c1oc(COc2ccc(F)cc2)nc1C#N
→ -0.21 | -1.5 | 16.7
Cc1c(=O)n(OCc2cccc(F)c2)c2ccccc2[n+]1[O-]
→ 0.95 | 1.43 | -132.3
O=C1CC(c2cccs2)c2cc3c(cc2N1)OCCO3 (stereo not given)
→ 0.15 | -0.14 | 30.0
Cc1ccccc1N(C(=O)c1csnn1)C(C(=O)NC(C)(C)C)c1cccs1 (stereo not given)
→ x | x | -57.1
COc1ccc(-c2nc(SC)n(S(=O)(=O)c3ccccc3)n2)cc1
→ -0.45 | -0.41 | 89.7*
CCOc1ccc(C(=O)Nc2ccc3c(c2)OCCO3)cc1[N+](=O)[O-]
→ x | x | 0.0
COc1ccc(Oc2cc(C)c3cccc(C)c3n2)cc1
→ 0.62 | 1.45 | -22.6
Cn1c(SCC(=O)N2CCCC2)nc2ccccc21
→ x | x | -13.3
CNC(=O)c1nnsc1S(=O)c1ccc(Cl)cc1 (stereo not given)
→ x | x | -154.6
O=C(Nc1ccc2c(c1)CCC2)c1cnc(Cl)c(Cl)c1
→ x | x | -23.8
Cc1ccc2cc3c(N)c(C(=O)N4CCOCC4)sc3nc2c1
→ -0.27 | 0.04 | 0.0
Cn1cccc1CNC1CCCC1
→ 1 | 0.04 | -13.3
O=S(=O)(c1cnccc1N1CCN(/N=C/c2ccc(Cl)cc2)CC1)N1CCCCC1
→ -1.1 | -1.05 | -50.0
COc1cc(/C=N/Nc2ccc(F)cc2F)cc(OC)c1O
→ -1.98 | -1.46 | 17.9
O=C(NCc1ccncc1)/C(=C\c1ccc(F)cc1)NC(=O)c1ccccc1
→ 0.24 | -0.38 | 46.9
O=C(Cn1nc(C(F)(F)F)c2c1CCC2)NCc1ccc(Cl)cc1
→ -0.78 | -1.34 | -36.8
CC(=O)c1cc(C)ccc1OC(=O)c1cccnc1
→ 0.51 | -0.91 | -2.9
CC(=O)NCCn1c(SCc2cccc([N+](=O)[O-])c2)nc2ccccc2c1=O
→ x | x | -13.3
c1cncc(-c2nc(NCc3cccs3)c3ccccc3n2)c1
→ x | x | -45.5
O=C(Cc1ccc(-n2cccc2)cc1)NC1CCCCCC1
→ -0.49 | 0.5 | -4.7
COc1ccc(-c2cnc(SCC(=O)Nc3ccc4c(c3)OCO4)n2Cc2ccco2)cc1
→ -1.45 | -0.89 | 5.7
CCCCNC(=O)c1cc2ccccc2s1
→ x | x | -85.7
O=C(CSc1oc(-c2ccco2)nc1S(=O)(=O)c1ccc(F)cc1)NCC1CCCO1 (stereo not given)
→ 0.47 | 0.56 | 13.3
O=C(CSc1nnc(-c2ccco2)o1)NC1CCCCCC1
→ -0.32 | -0.38 | x
Cc1ccc(/C=C(\C#N)C(=O)Nc2c(C)cccc2C)s1
→ -0.12 | 0.78 | -43.3
CCC(c1nnc(SCC(=O)NC23CC4CC(CC(C4)C2)C3)o1)N(C)C (stereo not given)
→ -0.13 | 0.37 | -28.1
CCOc1ccccc1NC(=O)C(OC(=O)c1ccc(N(C)C)cc1)c1ccccc1 (stereo not given)
→ 0.49 | 0.18 | x
CC(=O)N1CCN=C1SCc1cccc(C(F)(F)F)c1
→ 0.52 | -0.26 | x
O/N=C1/CCSc2ccccc21
→ 0.04 | -0.59 | x
CC(=O)COc1ncnc2c(Cl)cc(Cl)cc12
→ x | x | 16.7
Cc1noc(C)c1COc1cccc(C(=O)OCC(=O)N2CC(=O)Nc3ccccc32)c1
→ -0.4 | -0.11 | -209.1
COCCCNC(=O)c1ccc2c(=O)n(C3CCCC3)c(=S)[nH]c2c1
→ -0.05&0.91 | -0.16&0.98 | x
O=C(CCn1nnc2ccccc21)Nc1nnc(Cc2ccc(F)cc2)s1
→ 0.01 | -0.03 | -22.2
Cc1cc(-c2ccccc2)[nH]c(=O)c1C#N
→ x | x | -23.1
O=C(NCC1CCCO1)C(C(=O)c1ccc(F)cc1)n1ccccc1=O (stereo not given)
→ 0.45 | 0.81 | x
O=C(C1CCCCN1S(=O)(=O)c1ccccc1[N+](=O)[O-])N1CCCCC1 (stereo not given)
→ x | x | -30.0
COC(=O)CSc1ncnc2c1sc1nc(-c3ccco3)c3c(c12)CC(C)(C)OC3
→ 2.78 | 3.11 | 40.0
Cc1cccc(CSC(=N)N)c1
→ 0.41 | -0.26 | x
CCC1(C)Cc2nc3[nH]c(=S)n(-c4ccc(C)cc4)c(=O)c3cc2CO1 (stereo not given)
→ -0.25 | -0.06 | 20.6
O=C(NCc1ccccc1Cl)C1CCN(S(=O)(=O)c2ccc(F)cc2)CC1
→ x | x | -47.1
Cc1ccc(/C=C/C(=O)c2ccccc2)cc1
→ 0.04 | -1.31 | 29.0
CCCOC(=O)c1ccc(OCC(O)CN2C(=O)NC(C)(C)C2=O)cc1 (stereo not given)
→ -0.01 | -0.34 | x
COn1c(=O)c(=O)n(O)c2ccccc21
→ 0.88 | 1.53 | -34.1
COc1ccccc1NS(=O)(=O)c1cccc(C(=O)N/N=C(\C)c2ccc3c(c2)OCCO3)c1
→ 0.37 | 0.74 | -17.9
Cc1ccccc1CSCC(=O)NCc1ccco1
→ 0.33 | -0.18 | x
CC(C)CN(C(=O)COC(=O)c1ccc([N+](=O)[O-])o1)C1CCS(=O)(=O)C1 (stereo not given)
→ 0.98 | 0.74 | -31.2
Cc1ccc2sc(NC(=O)c3ccc(N4C(=O)CCC4=O)cc3)nc2c1C
→ -0.64 | 1.55 | 25.0
O=c1cc(O)n(-c2ccccc2)c(=S)[nH]1
→ 0.8 | 0.48 | 18.8
O=C(NCCc1ccccc1)c1cc2sccc2n1Cc1ccccc1
→ -0.28 | 0.15 | -7.7
CC1(C)Cc2c(C#N)c(N3CCN(C(=O)c4ccccc4)CC3)nc(-c3ccco3)c2CS1
→ -0.01 | 0.11 | 28.0
O=C(O)CSc1cccc2cccc(C(=O)O)c12
→ -0.09 | -0.76 | x
O=C(CNC(=O)c1ccccc1)N/N=C/c1ccccc1Cl
→ x | x | -16.7
O=C(CN(C(=O)CNC(=O)c1ccco1)c1ccc2c(c1)OCO2)NC1CCCCC1
→ 0.38 | 0.11 | -22.6
CCC(O)c1cc2c(cc1NC(=O)c1ccc(C)cc1)OCCO2 (stereo not given)
→ -0.24 | -0.68 | -158.3

More compounds follow:
canonical_smiles,sdo1 growth,sdo1 growth Rescue 24 h,Insulin prom inh
O=C(NCc1cccc(Cl)c1)NCc1cccc(Cl)c1,-0.05,0.11,25.8
CC(C)(C)n1ncc(Oc2ccccc2[N+](=O)[O-])c(Cl)c1=O,-0.48,-0.78,6.2
CCN1C(=O)c2ccc(C(=O)Nc3nccs3)cc2C1=O,1.12,1.89,-347.6
O=S1(=O)c2ccccc2N=NN1Cc1ccc(Cl)cc1,-2.3,-2.01,17.9
COc1ccccc1CNC(=O)Cn1nnc(-c2ccncc2)n1,0.11,-0.1,-25.0
CCc1cccc(CC)c1NC(=S)N1CCn2cccc2C1c1ccncc1 (stereo not given),x,x,-70.6
C=CCn1c(=N)n(CC(=O)OC)c2ccccc21,0.63,0.2,-39.4
O=C(NNC(=S)Nc1ccc(Cl)cc1)c1ccccc1OC(F)F,-0.07,-0.15,-240.0
CO/N=C/c1c(-c2ccccc2)nn(C)c1Cl,x,x,-100.0
Cc1ccccc1OCCC(=O)NCCc1ccc(S(N)(=O)=O)cc1,1.36,1.4,-46.7
COc1ccc(N2C(=O)CCC(C(=O)N3CCCCC3)C2c2ccc(F)cc2)cc1 (stereo not given),-0.16,0.06,-12.5
Cc1ccc(N2CC(C(=O)NCCCn3ccnc3)CC2=O)cc1 (stereo not given),0.89,-0.11,10.0
Cc1ccc(-c2csc(/C(C#N)=C/Nc3ccccc3SC(F)(F)F)n2)cc1,-1.2,-0.55,x
COc1ccc(S(=O)(=O)N2CCC(CN3C(=O)c4cccc5cccc(c45)C3=O)CC2)cc1,-0.16,-0.59,28.9
C=CCn1c(Cc2cccs2)nnc1SCC(=O)Nc1ccc(OC)cc1,-0.88,-1.06,-14.3
CC(C)OC(=O)CNc1n[nH]c(=S)[nH]c1=O,x,x,58.3

Just Insulin prom inh, for some of the entries so far:
compound | Insulin prom inh
CC(=O)c1cc(C)ccc1OC(=O)c1cccnc1 | -2.9
CC(=O)NCCn1c(SCc2cccc([N+](=O)[O-])c2)nc2ccccc2c1=O | -13.3
c1cncc(-c2nc(NCc3cccs3)c3ccccc3n2)c1 | -45.5
O=C(Cc1ccc(-n2cccc2)cc1)NC1CCCCCC1 | -4.7
COc1ccc(-c2cnc(SCC(=O)Nc3ccc4c(c3)OCO4)n2Cc2ccco2)cc1 | 5.7

Assay outcomes (PubChem BioAssay)
